Assay outcomes (PubChem)
RNase H inhibition: RNase H inhibition, HIV 1 Gag Pol polyprotein, FRET biochemical assay, screening (AID 372). HIV-1 RT RNase H, FRET RNA/DNA substrate fluorescence; higher % means a stronger effect. inhibition, % at 10 µM, or IC50 in µM where a hit was titrated. 100,000 tested, 0.77% active; in the data active = inhibition above about 50%
* marks the source's active call; other numbers are inactive results. This is a subset. The share of hits here may be higher or lower than overall.

SMILES | RNase H inhibition
O=C(Nc1ccc(Cl)cc1)c1cccc(N2C(=O)c3cccnc3C2=O)c1 | 0%
COc1ccc(-c2csc(Nc3ccc(N)cc3)n2)cc1 | 31%
COc1cc(SC)ccc1C(=O)N1CCc2ccccc21 | 10%
CCSc1nnc(NC(=O)c2ccccc2)s1 | 2%
COc1ccc(OC)c(N(CC(=O)N2CCCCCC2)S(C)(=O)=O)c1 | 3%
COc1cc(Cl)ccc1NC(=O)c1c(O)c2ccccc2n(CC(C)C)c1=O | 19%
COc1cc(NS(=O)(=O)c2ccccc2[N+](=O)[O-])c(OC)cc1Cl | 41%
CCCCCCc1nnc(NC(=O)CCCCC)s1 | 6%
C=CCN1C(=O)/C(=C\C(Br)=C\c2ccccc2)SC1=S | 14%
COc1cc(C(=O)NC(=S)Nc2cc([N+](=O)[O-])ccc2F)cc(OC)c1OC | 8%
Cc1cc(C)n(S(=O)(=O)c2ccc(F)cc2)n1 | 6%
CCC(Oc1ccc2ccccc2c1Br)C(=O)N/N=C/c1ccccc1 (centres undefined) | 12%
CC1=C(C(=O)OC2CCCCCCC2)C(c2ccccc2Cl)NC(=O)N1 (centres undefined) | 24%
Cc1cccc(N2C(=O)c3ccc(NC(=O)C(c4ccccc4)c4ccccc4)cc3C2=O)c1C | 10%
CC1=C(C(=O)OC(C)C)C(c2ccccc2F)C2=C(CC(c3ccc(Cl)cc3)CC2=O)N1 (centres undefined) | 9%
N#C/C(=C\C=C\c1ccccc1)c1nc(-c2cc3cc([N+](=O)[O-])ccc3oc2=O)cs1 | 4%
Cc1ccc(N=Cc2ccc(OCC(N)=O)cc2)cc1Cl | 6%
O=C(c1cccc(F)c1)N1CCN(C(c2ccccc2)c2ccccc2)CC1 | 24%
COc1ccc(NC(=O)CN(c2ccc(C(C)C)cc2)S(=O)(=O)c2ccccc2)cc1OC | 1%
Cc1c(C(=O)NC(=S)Nc2ccc(-c3nc4ccccc4s3)cc2)cccc1[N+](=O)[O-] | 16%
O=C1NN(c2ccc(F)c(Cl)c2)C(=O)/C1=C\c1ccc(Br)cc1 | 17%
O=C1c2ccccc2C(=O)N1c1ccc2nc(SCc3ccc(F)cc3)sc2c1 | 0%
COC(=O)CNC(=O)CN(c1ccc(C)cc1C)S(=O)(=O)c1ccccc1 | 8%
CCOC(=O)N1CCN(c2cc(N3CCCCC3)c(F)cc2[N+](=O)[O-])CC1 | 15%
CC(C)c1ccc(CNc2cc(N3CCN(C(=O)c4ccccc4F)CC3)ccc2[N+](=O)[O-])cc1 | 0%
O=c1[nH]c(=O)n(-c2ccccc2Cl)c(O)c1C=NCc1ccccc1F | 7%
CCN(CC)S(=O)(=O)c1cc(C(=O)Nc2ccccc2[N+](=O)[O-])ccc1Br | 18%
NC(=O)c1cc2cc(Br)ccc2oc1=O | 21%
COc1ccc(CN2CCN(S(=O)(=O)c3ccc(Cl)cc3)CC2)c(OC)c1OC | 17%
O=C(N/N=C/c1cc(Cl)cc([N+](=O)[O-])c1O)c1ccc2c(c1)OCO2 | 14%
CCOC(=O)c1ccc(NC(=O)CN(c2ccc(OCC)cc2)S(=O)(=O)c2ccc(SC)cc2)cc1 | 12%
COc1ccc(/C(O)=C2\C(=O)C(=O)N(CCc3ccccc3)C2c2ccc(F)cc2)cc1 (centres undefined) | 7%
Cc1ccc2ccc(S(=O)(=O)n3ccnc3)cc2c1 | 1%
O=C(Nc1ccc(NC(=S)NC(=O)c2ccccc2Br)cc1)c1cccs1 | 24%
CC(=O)Nc1ccc(S(=O)(=O)Nc2c(C)cc(C)cc2C)cc1 | 13%
Cc1cccnc1NC(=O)COc1ccc(Cl)cc1Cl | 0%
O=C(Nc1ccccc1[N+](=O)[O-])c1cccc(S(=O)(=O)Nc2ccc(Cl)cn2)c1 | 1%
COc1ccc(OC(=O)c2ccc(OC)c(S(=O)(=O)N3CCOCC3)c2)cc1 | 0%
Cc1ccc(Nc2cc(NC3CCCCC3)c3noc4c3c2C(=O)c2ccccc2-4)cc1 | 19%
CCc1ccc(C2C(C(=O)OCC(C)C)=C(C)NC3=C2C(=O)CC(c2cccs2)C3)s1 (centres undefined) | 11%
O=C1C2C3C=CC(CC3)C2C(=O)N1/N=C/c1cc([N+](=O)[O-])cc(Br)c1O (centres undefined) | 3%
COc1ccc(C(=O)NCc2cccnc2)cc1OC | 5%
CCc1ccc(C2C(C(=O)OCC(C)C)=C(C)NC3=C2C(=O)CC(c2ccccc2)C3)cc1 (centres undefined) | 12%
COC(=O)C1=C(C)NC2=C(C(=O)CC(c3ccc(OC)c(OC)c3)C2)C1c1ccc2c(c1)OCO2 (centres undefined) | 3%
Cc1ccc(-c2nnc(Cc3ccccc3)o2)cc1 | 12%
O=C(CSc1nc2ccccc2s1)NCC(=O)c1ccccc1 | 8%
COc1cc2nc(CN3C(=O)c4ccccc4C3=O)oc(=O)c2cc1OC | 2%
COc1ccc(NS(=O)(=O)c2ccc(NC(C)=O)cc2)cc1OC | 5%
c1cncc(CN2CCN(Cc3ccc4ccccc4c3)CC2)c1 | 7%
CCc1cccc(NC(=O)CC(c2ccccc2)c2ccccc2)c1 | 8%

Remaining list, next part
SMILES | RNase H inhibition
COc1ccc(C(=O)Nc2ccc(C)c(Cl)c2)cc1[N+](=O)[O-] | 18%
O=C(Nc1ccc(NC(=O)c2ccc(Cl)cc2Cl)cc1)c1ccccc1F | 15%
CCOC(=O)C1=C(C)N=c2s/c(=C\c3cc(I)c(OCC)c(OC)c3)c(=O)n2C1c1ccc(C)cc1 (centres undefined) | 16%
O=[N+]([O-])c1ccc(/C=N/NS(=O)(=O)c2ccc(Cl)cc2)cc1 | 7%
COc1ccc(NC(=O)CC2Nc3cc(C)c(C)cc3NC2=O)cc1 (centres undefined) | 8%
CCNC(=O)CP(=O)(c1ccccc1)c1ccccc1 | 4%
O=C(Nc1ccc(F)cc1F)c1ccc2c(c1)OCO2 | 0%
O=C(NCCCNC(=O)c1ccc(CN2CCOCC2)cc1)c1ccc(CN2CCOCC2)cc1 | 5%
O=C(/C=C/c1ccc(Cl)cc1)Nc1ccc(O)c(-c2nc3ccccc3s2)c1 | 43%
CCOC(=O)c1cnc2cc(-c3ccc(Br)cc3)[nH]n2c1=O | 2%
CCOC(=O)C1Cn2c(nc3c(c2=O)C2(CCCCC2)Cc2ccccc2-3)S1 (centres undefined) | 1%
COc1ccc(-c2cc(=O)n3[nH]c(-c4cccc(C)c4)cc3n2)cc1 | 5%
CCN(CC)c1ccc(C=C(C#N)C#N)c(OC(C)=O)c1 | 0%
O=C(Nc1sc2c(c1C(=O)Nc1ccc(Cl)cc1)CCC2)c1ccccc1 | 10%
Cc1ccc(C(=O)NC(Cc2c[nH]c3ccccc23)C(=O)O)o1 (centres undefined) | 0%
CCOc1ccc(C(=O)NNC(=O)c2ccccc2)cc1 | 21%
Cc1ccc2oc(-c3cc(NC(=O)c4cc5ccccc5o4)ccc3O)nc2c1 | 11%
O=C(NCCN1CCOCC1)c1cc2nc(-c3ccc(Cl)cc3)cc(C(F)(F)F)n2n1 | 0%
CCCCOC(=O)c1ccc(NC(=O)c2cncc(Br)c2)cc1 | 17%
COc1cccc(/C=C2/C(=O)N(c3ccc(C(=O)O)cc3)N=C2C)c1 | 5%
CC(=Nc1ccccc1C)C1=C(O)CC(C)(C)CC1=O | 12%
Oc1[nH]c2ccc(I)cc2c1N=Nc1ccccn1 | 9%
CC(=O)Nc1cc(I)cc(C(=O)O)c1 | 0%
CCC(CC)C(=O)NCc1ccc(Cl)cc1 | 11%
COc1cc(C2C(C(=O)OCC3CCCO3)=C(C)NC3=C2C(=O)CC(C)(C)C3)ccc1OCc1ccccc1 (centres undefined) | 14%
CC(C)(C)C(=O)NC(=S)Nc1ccccn1 | 8%
COc1ccc(/C=C/C(=O)Nc2ccccc2F)cc1OC | 1%
O=C(CCCN1C(=O)/C(=C/c2ccccc2Cl)SC1=S)Nc1cccc(C(F)(F)F)c1 | 5%
Cc1ccc(NC(=O)/C=C/c2ccccc2Cl)cc1C | 9%
O=C(/C=C/c1ccccc1)NC(=S)Nc1cccc(NC(=O)c2ccc(Cl)cc2Cl)c1 | 6%
CCCOc1ccc(C(=O)Nc2nc3ccc(OCC)cc3s2)cc1 | 12%
COC(=O)Nc1ccc(S(=O)(=O)NC2CCS(=O)(=O)C2)cc1 (centres undefined) | 4%
COc1cc(/C=N/Nc2nc(N3CCOCC3)nc(N3CCOCC3)n2)cc(OC)c1OC | 9%
CCOC(=O)C(CCCCCOc1cc(C)ccc1C)C(=O)OCC | 1%
O=C(Nc1ccc(Cl)cc1F)c1ccc(-c2ccc(Cl)c(Cl)c2)o1 | 25%
O=C(Nc1nc2ccccc2n1CCOc1ccccc1)c1ccc([N+](=O)[O-])cc1 | 23%
O=C(N/N=C/c1ccccc1F)c1cnccn1 | 0%
NC(=O)c1c(NC(=O)c2ccccc2F)sc2c1CCC2 | 5%
CCOc1cc(/C=C2\SC(=S)N(CCC(=O)O)C2=O)ccc1O | 18%
CCC(C)OC(=O)C1=C(C)NC2=C(C(=O)CC(c3ccccc3)C2)C1c1ccc([N+](=O)[O-])cc1 (centres undefined) | 15%

Further compounds follow:
| SMILES | RNase H inhibition |
| --- | --- |
| O=C(COc1ccc2ccccc2c1)Nc1cccc(-c2cc3ccccc3oc2=O)c1 | 12% |
| Cc1[nH]n(-c2ccccc2)c(=O)c1/C=N/n1c(C)nc2ccccc2c1=O | 11% |
| Cc1ccc(OCCOc2ccc(/C=C3/SC(=S)NC3=O)cc2)cc1 | 18% |
| COc1cccc(/C=N/N2CCN(Cc3cccc4ccccc34)CC2)c1 | 24% |
| Cc1cccc(C)c1NC(=O)c1ccc(N(Cc2ccc(Cl)cc2)S(C)(=O)=O)cc1 | 15% |
| CCn1c2c(c3cc(C(=O)O)ccc31)CCCC2=O | 8% |
| C=CCNC(=S)NC12CC3CC(CC(C3)C1)C2 | 3% |
| CC(=O)c1cccc(NC(=O)c2cccc(OCc3ccccc3)c2)c1 | 17% |
| O=C(O)CCCCCNS(=O)(=O)c1ccc2c(c1)OCCO2 | 9% |
| O=c1c2c(nc(SCCc3ccccc3)n1Cc1ccccc1)-c1ccccc1CC21CCCC1 | 14% |
| O=C(NC(=S)Nc1cc([N+](=O)[O-])ccc1F)c1cccc(Br)c1 | 25% |
| COc1ccc(/C=N/NC(=O)Cc2ccccc2)cc1I | 17% |
| CNC(=O)c1c(-c2ccccc2)oc2ccc(O)cc12 | 0% |
| CCOc1cc(/C=N/n2cnnc2)cc(I)c1O | 9% |
| COc1ccc(-c2csc(Nc3ccc(C(=O)O)cc3)n2)cc1 | 4% |
| COc1ccc(C(=O)NC(=S)Nc2ccc3nn(-c4ccc(F)cc4)nc3c2)cc1[N+](=O)[O-] | 38% |
| O=C(Nc1cccc(C(F)(F)F)c1)C1CC(=O)N(c2ccccc2)C1 (centres undefined) | 27% |
| CN/C(=C\C(=O)c1ccccc1O)C(F)(F)F | 26% |
| Cc1ccc(CSCC(=O)N/N=C/c2ccccc2[N+](=O)[O-])cc1 | 47% |
| COc1ccc(/C=C(/NC(=O)c2ccccc2)C(=O)N=Nc2c(O)[nH]c3ccc([N+](=O)[O-])cc23)cc1OC | 4% |
| COc1ccccc1N1CCN(/N=C\c2c(C)nn(-c3ccccc3)c2C)CC1 | 7% |
| C=CCOc1ccc(C(=O)N/N=C/c2cc(OC)ccc2OCC)cc1 | 27% |
| CC(/C=C/C=C/c1ccccc1)=N\NC(=O)c1ccc([N+](=O)[O-])cc1 | 3% |
| CCCCNC(=O)C(=O)NCCCOC(C)C | 8% |
| O=[N+]([O-])c1ccc(CSc2nnc(-c3cccc(F)c3)n2-c2ccccc2)cc1 | 16% |
| O=C(/C=C/c1ccccc1OC(=O)c1cccnc1)c1ccc(Cl)cc1 | 13% |
| Cc1nc(SCC(=O)N2c3ccccc3Sc3ccccc32)n[nH]1 | 37% |
| COc1cc(/C=N/n2c(C)nnc2C)cc(OC)c1O | 7% |
| Cc1ccc2oc(-c3cccc(NC(=O)c4ccc([N+](=O)[O-])c(C)c4)c3C)nc2c1 | 8% |
| COc1cc(NC(=O)c2cncc(Br)c2)c(OC)cc1Cl | 3% |
| Cc1ccc(/C=N/n2c(-c3ccc(Cl)cc3)n[nH]c2=S)s1 | 7% |
| COc1ccc(/C=C(/NC(=O)c2cc(OC)c(OC)c(OC)c2)C(=O)NN)c(OC)c1 | 8% |
| Cc1cccc(C(=O)O/N=C(\N)Cc2ccc([N+](=O)[O-])cc2)c1 | 1% |
| Cc1cccc(N2C(=O)c3ccc(C(=O)c4ccc([N+](=O)[O-])cc4)cc3C2=O)c1C | 15% |
| COc1ccc(C2=C/C(=C\c3ccc(OC)c([N+](=O)[O-])c3)C(=O)O2)cc1 | 17% |
| O=C(Nc1cc(Oc2ccc(F)cc2)cc([N+](=O)[O-])c1)c1cc2nc(-c3ccco3)cc(C(F)(F)F)n2n1 | 37% |
